High-throughput results from PubChem.
MC4R barr agon: agonists of human melanocortin 4 receptor (MC4R) beta-arrestin | P32245 | U2OS MC4R beta-arrestin complementation, luminescence; percent of melanotan II response, DMSO zero | activation, % at 8.9 µM | 360,000 compounds, 0.98% hits;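 active = activation above a per-plate cutoff, the mean activation of sample wells on that plate plus 3 SD, cut at about 8% in these data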
Granule exo inh: blocks lytic granule exocytosis. inhibition, % at 10 µM. 360,000 compounds, 0.66% hits. TALL-104 LAMP-1 surface exposure, flow cytometry; cells stimulated with thapsigargin and PMA. AID 651702;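 active = inhibition above about 55%, limit read from the data; inconclusive = no clear call, values can overlap the other calls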
ABHD5-PLIN5 inh: ABHD5-PLIN5 protein interaction inhibition | inhibition, % at 4 µM | Split G. princeps luciferase complementation, luminescence, 4 h | Q00G26+Q8WTS1 | 360,000 compounds, 0.78% hits;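 active = inhibition above the mean inhibition across every tested compound plus 3 SD, cut at about 22% in these data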;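 note: 0% = DMSO only wells and the 100% control is not disclosed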
Target sequence (Q00G26 whole entry, looked up): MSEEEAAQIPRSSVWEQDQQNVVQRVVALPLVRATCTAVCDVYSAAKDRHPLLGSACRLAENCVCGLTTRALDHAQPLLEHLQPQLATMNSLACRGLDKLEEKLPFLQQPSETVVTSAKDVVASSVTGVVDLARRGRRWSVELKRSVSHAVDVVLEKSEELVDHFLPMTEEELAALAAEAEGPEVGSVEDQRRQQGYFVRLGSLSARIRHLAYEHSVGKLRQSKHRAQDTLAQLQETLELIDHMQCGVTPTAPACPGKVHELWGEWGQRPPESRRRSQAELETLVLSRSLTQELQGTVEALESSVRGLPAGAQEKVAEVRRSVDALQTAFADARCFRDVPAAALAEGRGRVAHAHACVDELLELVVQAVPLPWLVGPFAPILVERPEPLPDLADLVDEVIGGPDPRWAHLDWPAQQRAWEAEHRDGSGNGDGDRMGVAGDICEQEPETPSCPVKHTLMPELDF
Target sequence (Q8WTS1 whole entry, looked up): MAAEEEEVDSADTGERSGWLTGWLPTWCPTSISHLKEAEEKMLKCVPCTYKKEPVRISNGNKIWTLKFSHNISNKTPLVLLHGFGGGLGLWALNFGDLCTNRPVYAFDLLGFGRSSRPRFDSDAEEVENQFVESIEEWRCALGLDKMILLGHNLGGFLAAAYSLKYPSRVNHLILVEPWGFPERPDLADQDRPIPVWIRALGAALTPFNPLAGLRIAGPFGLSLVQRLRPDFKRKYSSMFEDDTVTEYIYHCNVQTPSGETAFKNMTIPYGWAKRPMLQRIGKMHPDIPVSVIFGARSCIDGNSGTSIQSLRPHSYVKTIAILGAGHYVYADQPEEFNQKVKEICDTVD
TLR9-MyD88 block: inhibitors of human TLR9-MyD88 binding; CHO BLA complementation TLR9-MyD88, CCF4 FRET ratio; inhibition, % at 4.98 µM; 340,000 compounds, 0.21% hits;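 active = inhibition above the mean over all tested compounds plus 3 SD, cut at about 21% in these data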;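 note: 0% = DMSO only wells and 100% = clavulanate BLA inhibitor control wells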
aDG glyco act: alpha-DG glycosylation activation; 360,000 compounds, 0.22% hits; AID 624168; activation, % at 10 µM; Pro5-aDG cells, alpha-DG glycosylation AlphaScreen (IIH6); 0% Pro5, 100% B10-LARGE cell signal;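 active = activation of at least 8% versus controls, or a plate z-score of at least 8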;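 note: Pro5 are CHO cells carrying HIG-tagged alpha-DG that lacks glycosylation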
MC4R antag cAMP: blocks human MC4R cAMP signaling; inhibition, % at 6.5 µM; MC4R-expressing cells, MTII-stimulated cAMP, LANCE TR-FRET; 360,000 compounds, 0.48% hits;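 active = inhibition above its plate's cutoff, the mean of tested wells on that plate plus 3 SD, cut at about 29% in these data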;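 note: 0% = Melanotan II alone and 100% = Melanotan II plus saturating MCL0020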
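material = U2OS cells stably expressing human melanocortin 4 receptor (MC4R) | also added = Melanotan II challenge | dosing = single nominal compound dose of 6.5 µM | detection = TR-FRET with Eu-cAMP and labeled anti-cAMP, 671 nm | replication = singlicate | timing = compound 30 min, challenge 1 h, detection 1 h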
N-glyco inh: N-linked glycosylation inhibition; D54 ERlucT glycosylation luciferase reporter, 24 h; percent of 100 nM tunicamycin response; reporter increase, % at 12.5 µM; 360,000 compounds, 0.23% hits; AID 588692;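 active = mean luciferase reporter signal, scaled so untreated is 0 and the glycosylation-blocking control 100, at or above a set limit in every replicate; inconclusive = mean reaches the limit but not every replicate does; inactive = mean below the limit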;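 note: luciferase carries N-glycosylation sites so blocking glycosylation raises the light; 0% = median of neutral control wells and 100% = median of 100 nM tunicamycin wells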
Vif imaging: inhibitors of HIV Vif. HEK293T cells, Vif self-association by quenched fluorescence, imaging, 24 h. inhibition, % at 7.49 µM. 340,000 compounds, 0.35% hits. AID 602346; in the data active = inhibition above about 50%, passing the limit was not always enough; inconclusive = no clear call, values can overlap the other calls; inactive = below about 31%; note: some results filed as inactive read as strong as hits
NOD2 RIPK2 PPI: inhibitors of human NOD2-RIPK2 interaction. O43353. CHO BLA complementation NOD2-RIPK2, CCF4 ratio. inhibition, % at 4.98 µM. 360,000 compounds, 0.38% hits. AID 624267; in the data active = inhibition above about 21%;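 note: 0% = vehicle only and 100% = reference blocker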
ABCB6 inh MLPCN: inhibitors of human ABC transporter ABCB6; Q9NP58; 360,000 compounds, 0.19% hits; K562-ABCB6 porphyrin accumulation, flow cytometry, 1 h; hits give low values; fluorescence ratio to DMSO, % at 10 µM;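 active = fluorescence ratio to DMSO below 75%, the collection mean minus 3 SD; inconclusive = too few cells collected in the well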;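 note: signal is porphyrin accumulated inside mitochondria; 100% equals median channel fluorescence of DMSO control wells; lower ratio means ABCB6 inhibition with less porphyrin fluorescence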
* = called active by the depositor; u = inconclusive; x = no result given. Only part of the results is shown; count on the stated rates, not on these rows.

Below each SMILES – MC4R barr agon | Granule exo inh | ABHD5-PLIN5 inh | TLR9-MyD88 block | aDG glyco act | MC4R antag cAMP | N-glyco inh | Vif imaging | NOD2 RIPK2 PPI | ABCB6 inh MLPCN
1. O=C(CCC(=O)c1cccs1)NCc1ccccc1Cl
→ -3.5 | -12 | 0 | -3 | 0.4 | -1 | 1 | 9 | -1 | 104
2. COc1cccc(C2/C(=C(\O)c3ccc4c(c3)OCCO4)C(=O)C(=O)N2CCCn2ccnc2)c1 (stereo unspecified)
→ -2.6 | 1 | 0 | -1 | 0.9 | 2 | 3 | 12 | -16 | 94
3. CCOC(=O)Nc1nnc(-c2ccc(OC)cc2)s1
→ -1.2 | 3 | 2 | 2 | -0.1 | 6 | 0 | 10 | -14 | 97
4. O=C(CN1CCN(Cc2ccccc2)CC1)Nc1cccc(S(=O)(=O)N2CCCCCC2)c1
→ -2.0 | -2 | 5 | 8 | 0.2 | 9 | -2 | 2 | 5 | 99
5. O=C(Cn1cc([N+](=O)[O-])nc1[N+](=O)[O-])N1CCN(c2ccccc2)CC1
→ -0.8 | -6 | -2 | -5 | 2.7 | 2 | -2 | -5 | -2 | 100
6. Cc1n[nH]c(=O)nc1NCCN(C)C
→ 0.9 | 3 | -1 | -6 | -0.1 | 3 | 3 | -9 | -19 | 104
7. Cn1c(=O)n(C)c2cc(NS(=O)(=O)c3ccccc3)ccc21
→ 0.4 | -1 | 4 | 6 | -0.6 | -1 | 34* | -5 | -1 | 107
8. O=C(CCSCc1ccc(Cl)cc1)NCc1cccnc1
→ -1.5 | 3 | 1 | 0 | -0.1 | 12 | 0 | 4 | -5 | 100
9. Cc1cccc(N(CC(O)CN2CCCC2)S(=O)(=O)c2ccccc2)c1 (stereo unspecified)
→ -1.2 | 13 | 5 | -9 | -0.1 | 20 | 1 | -3 | -7 | 96
10. CN1CCN(C(c2cccc(Cl)c2)c2ccccc2Cl)CC1 (stereo unspecified)
→ -0.9 | 16 | 10 | 0 | -0.2 | -6 | -2 | -4 | 0 | 100
11. Cc1ccc(S(=O)(=O)N(C)C[C@@H]2OCc3cn(nn3)CCCC(=O)N([C@H](C)CO)C[C@H]2C)cc1
→ x | -3 | -2 | x | -0.2 | x | 1 | 23 | 1 | 96
12. O=C(NCc1ccccn1)c1cccc(S(=O)(=O)NCc2ccccc2)c1
→ 1.7 | -2 | 6 | -8 | -0.3 | 12 | 1 | -4 | -9 | 96
13. Cc1cc(N2CCOCC2)nc2ccccc12
→ 0.8 | 5 | 3 | -12 | 0.0 | 1 | 1 | 5 | -12 | 97
14. CCOc1ccc(S(=O)(=O)c2c(C(=O)c3ccccc3)cnc3cc4c(cc23)OCCO4)cc1
→ 0.5 | 1 | 1 | 9 | -0.1 | 5 | -2 | 2 | -6 | 99
15. COCCNC(=O)c1ccc2c3n(nc2c1)-c1ccccc1CO3
→ -0.5 | 14 | 5 | -6 | 0.0 | 2 | -6 | 1 | -6 | 99
16. O=C(N/N=C1\CCc2ccccc21)c1ccc(O)cc1
→ -0.8 | 0 | 7 | -1 | -0.5 | -1 | -6 | 3 | 3 | 96
17. O=C(O)c1cc(-c2ccccc2)n[nH]1
→ -0.8 | -3 | 4 | 8 | -0.2 | 4 | -1 | 2 | -14 | 98
18. O=C(NCc1cccc2ccccc12)Nc1ccccc1
→ 0.2 | 1 | -4 | -6 | 0.1 | 2 | -2 | x | 1 | 84
19. COC(=O)[C@H]1[C@H]2C[C@@H]3c4[nH]c5cc(OC)ccc5c4CCN3C[C@H]2C[C@@H](OC(=O)c2cc(OC)c(OC)c(OC)c2)[C@@H]1OC
→ 1.7 | 4 | -1 | -2 | 0.0 | 7 | -4 | 0 | -1 | 113
20. Cc1cc(C)nc(NS(=O)(=O)c2ccc(NC(=O)C(C)C)cc2)n1
→ -0.2 | 2 | -1 | -6 | 0.0 | -4 | 1 | -2 | 5 | 106
21. CCN1CCc2c(sc(NC(=O)C3COc4ccccc4O3)c2C(N)=O)C1 (stereo unspecified)
→ -1.8 | 6 | 0 | -19 | 0.5 | 2 | -9 | 6 | -14 | 94
22. CCOC(=O)N1CCc2c(sc3c2c(=O)n(Cc2ccccc2)c(=O)n3Cc2ccc(C)cc2)C1
→ -0.6 | -5 | 0 | 4 | 0.2 | 12 | 0 | 20 | -8 | 102
23. COc1ccc(C(=O)c2cc(OC)c(OC)c(OC)c2)cc1OC
→ -0.8 | 4 | -4 | -6 | 0.1 | -18 | u | u | 9 | 103
24. Cc1ccc2c(c1)N(C(=O)CCC(=O)NCc1ccccn1)CC(C)O2 (stereo unspecified)
→ -0.4 | -3 | 0 | 7 | 0.0 | 2 | 0 | -2 | 11 | 97
25. CCN(CC)S(=O)(=O)c1cc(OCC(N)=O)c(C)cc1Cl
→ 3.7 | 8 | 2 | -5 | -0.3 | 10 | 2 | -2 | -19 | 110
26. CCOC(=O)C1=C(C)N=C(/N=C/N(C)C)SC1c1ccccc1 (stereo unspecified)
→ -1.4 | 46 | 19 | 7 | 1.7 | 0 | 4 | -2 | -6 | 104
27. Cc1cnc(CNC(=O)CC2C(=O)NCCN2Cc2cccc(F)c2F)cn1 (stereo unspecified)
→ 1.3 | -7 | -7 | -3 | 0.0 | 11 | 0 | -1 | -13 | 106
28. O=S(=O)(Nc1ccc(S(=O)(=O)Nc2ncccn2)cc1)c1ccccc1
→ -0.2 | 1 | 7 | -3 | -0.1 | 12 | 5 | 11 | 7 | 101
29. O=C(O)c1cc(S(=O)(=O)O)ccc1O
→ -1.5 | 3 | 2 | -34 | -0.2 | -6 | 1 | -2 | -14 | 98
30. O=C(c1ccccc1-c1ccccc1)N1CCCC1
→ -1.3 | -2 | 0 | 4 | -0.2 | 4 | 11 | -1 | 5 | 93
31. NS(=O)(=O)c1ccc(NC(=O)Nc2cccc3ccccc23)cc1
→ -1.7 | 0 | 3 | 1 | -0.5 | 1 | 1 | 1 | -4 | 105
32. CC(C)Oc1ccc(S(=O)(=O)N2CCOCC2)cc1NC(=O)C1COc2ccccc2O1 (stereo unspecified)
→ -0.3 | -4 | -2 | -4 | 0.0 | 6 | -2 | -7 | -5 | 97
33. COc1ccccc1CNN
→ -1.6 | 5 | -1 | 2 | -0.2 | 3 | 4 | -11 | -7 | 96
34. COc1ccc(C2C3=C(COC3=O)Oc3cc4c(cc32)OCO4)cc1OC (stereo unspecified)
→ -1.2 | 3 | 11 | -2 | 0.3 | -14 | 16 | -1 | 2 | 101
35. CC(C)[C@H](NC(=O)Nc1ccc(S(N)(=O)=O)cc1)C(=O)O
→ -0.9 | 1 | -7 | 6 | 0.0 | 4 | 0 | -4 | 1 | 107
36. CNC[C@@H]1Oc2cc(Br)ccc2S(=O)(=O)N([C@H](C)CO)C[C@H]1C
→ 2.7 | 6 | -2 | 6 | -0.3 | 9 | 3 | -1 | 0 | 101
37. CC1CCCN(c2nc3ccccc3nc2C(C#N)S(=O)(=O)c2cccs2)C1 (stereo unspecified)
→ 3.3 | 1 | -2 | 0 | -0.2 | 2 | 2 | 7 | -5 | 102
38. O=C(NCCO)c1nc(C(=O)c2ccccc2)c2ccccc2n1
→ -1.4 | 22 | -1 | -2 | -0.3 | -6 | 2 | x | 12 | 100
39. CC(C)C[C@H]1CNC(=O)C(=O)N1C[C@@H]1CCCN1C[C@H](CC(C)C)N1C[C@H](Cc2ccccc2)N(CCc2ccccc2)C(=O)C1=O
→ x | -4 | 1 | x | -0.4 | x | x | x | -6 | 98
40. O=C(Nc1cc(C(F)(F)F)ccc1N1CCOCC1)C1CCCO1 (stereo unspecified)
→ -0.8 | -2 | -1 | -8 | -0.1 | 2 | 3 | -2 | 0 | 99
41. COc1cccc(CN2CC(C(=O)NCCN3CCOCC3)CCC2=O)c1 (stereo unspecified)
→ -1.2 | -3 | -2 | -19 | 0.1 | 3 | 2 | 3 | -9 | 100
42. COC(=O)C(Cc1ccc(O)cc1)NC(=O)CCC(=O)Nc1ccc(S(N)(=O)=O)cc1 (stereo unspecified)
→ 0.3 | -4 | 12 | 10 | 0.1 | 1 | 1 | x | -7 | 100
43. CCCC(=O)Nc1cc(=O)n(C)c(=O)n1C
→ 0.9 | 1 | -6 | 20 | -0.2 | 4 | 0 | -14 | -10 | 100
44. COCCn1c(SCC(=O)N2CCc3ccccc3C2)nc2ccccc2c1=O
→ -2.3 | 1 | 2 | 5 | 0.5 | 6 | 4 | -9 | -5 | 99
45. O=C(CSc1ccccn1)N1CCOCC1
→ 1.0 | 2 | -7 | -2 | -0.2 | 29* | 0 | -3 | -8 | 96
46. N#C/C(=C\c1cc(Cl)ccc1O)C(=O)NC1CCCCC1
→ 0.5 | 2 | 0 | 0 | 0.0 | 3 | 1 | -1 | 0 | 104
47. CCC(C)NCC(O)(c1ccc(Cl)cc1)c1ccc(Cl)cc1 (stereo unspecified)
→ 3.0 | 4 | 10 | 3 | 0.7 | 4 | -1 | 18 | 3 | 99
48. CCOC(=O)c1ccc(-c2c(-c3ccccc3OC)oc3ccccc23)cc1F
→ 0.0 | -1 | -6 | -2 | -0.2 | 2 | -2 | 11 | -6 | 88
49. CCOc1ccc(-c2nc(N)nc(C)c2-c2ccc(Cl)cc2)c(O)c1
→ 3.9 | 4 | -6 | 2 | 0.0 | 15 | 1 | -2 | 3 | 97
50. CCN(CC)CCN(C(=O)c1ccc(S(=O)(=O)N(C)C2CCCCC2)cc1)c1nc2c(C)cccc2s1
→ -4.4 | 1 | -9 | -1 | 0.1 | 13 | -5 | -1 | 7 | 107
51. Nc1ccc(C(=O)c2ccc3c(c2)OCCO3)cc1N
→ -0.4 | -4 | 2 | 2 | -0.1 | 6 | -2 | -2 | 0 | 95
52. Cc1cc(NC(=O)c2cc(-c3ccc4c(c3)OCO4)on2)n(-c2ccccc2)n1
→ 6.2 | -4 | 10 | -5 | 0.1 | -1 | 1 | x | -9 | 91
53. CC(Cl)C(=O)NNc1cccc(Cl)n1 (stereo unspecified)
→ -1.0 | 1 | 6 | -11 | 0.0 | 3 | 1 | -3 | 11 | 110
54. COc1ccc(Nc2cc(C)nc3c(C)cccc23)cc1OC
→ 1.8 | 19 | 9 | 10 | 0.0 | -4 | 7 | 5 | 2 | 104
55. CC(C)Cc1nnc(NC(=O)CCS(=O)(=O)c2ccc(Cl)cc2)s1
→ -1.4 | -1 | 0 | 15 | 1.6 | 13 | -11 | -5 | -1 | 107
56. CCN(CC)C(=O)c1cn(CCC#N)nc1-c1ccc2c(c1)OCCO2
→ -3.8 | -3 | -2 | -2 | -0.2 | 1 | 0 | -4 | -2 | 97
57. COc1ccccc1OCC(=O)OCC(=O)Nc1ncc(Cl)cc1Cl
→ -0.5 | 4 | -5 | 5 | -0.2 | 6 | 1 | 2 | -8 | 101
58. O=C(NCCN1CCCCCC1)C1CC(=O)N(CCc2ccccc2)C1 (stereo unspecified)
→ -0.7 | -7 | -1 | -5 | 0.0 | -1 | -1 | 10 | -3 | 91
